# RAD54 inh: RAD54 (human) branch migration inhibition; RAD54 Holliday junction branch migration, FAM/BHQ fluorescence; AID 602329; inhibition, % at 10.4 µM; hit rate 0.14% among 360,000; Q92698;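 active means mean normalized replicate activity at least 40 and at least half of replicates scoring 40 or more; inconclusive means only one of the two criteria met; inactive means mean below 40 and under half of replicates reaching 40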;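 further: 0% = median of neutral control wells and 100% = median of positive control wells; inhibitors cause a drop in the FAM fluorescence signal; in these data hits start at about 50%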
# Target sequence (Q92698 whole entry, looked up): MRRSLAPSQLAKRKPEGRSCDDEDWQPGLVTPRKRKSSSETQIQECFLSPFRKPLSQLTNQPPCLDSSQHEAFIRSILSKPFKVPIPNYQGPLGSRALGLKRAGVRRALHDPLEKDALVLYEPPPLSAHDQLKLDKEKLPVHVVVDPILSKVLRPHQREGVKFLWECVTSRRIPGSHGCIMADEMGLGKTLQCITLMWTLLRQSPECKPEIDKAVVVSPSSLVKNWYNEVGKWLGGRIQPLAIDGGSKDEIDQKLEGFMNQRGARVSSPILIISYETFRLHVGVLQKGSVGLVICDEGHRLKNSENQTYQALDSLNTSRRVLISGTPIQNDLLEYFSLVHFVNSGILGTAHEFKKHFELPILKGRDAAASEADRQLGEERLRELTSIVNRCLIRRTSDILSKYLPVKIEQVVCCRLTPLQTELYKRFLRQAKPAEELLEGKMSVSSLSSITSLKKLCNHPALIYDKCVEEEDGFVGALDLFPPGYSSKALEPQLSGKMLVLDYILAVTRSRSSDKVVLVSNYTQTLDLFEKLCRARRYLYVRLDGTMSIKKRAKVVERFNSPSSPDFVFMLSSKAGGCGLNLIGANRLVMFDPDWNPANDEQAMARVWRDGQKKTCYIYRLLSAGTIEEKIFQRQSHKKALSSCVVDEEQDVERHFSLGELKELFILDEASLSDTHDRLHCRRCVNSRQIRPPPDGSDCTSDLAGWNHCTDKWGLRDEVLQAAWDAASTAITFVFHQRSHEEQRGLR
# esBAF inh: SWI/SNF esBAF complex inhibition; mouse ES cells, Bmi1-luciferase knock-in reporter, 24 h; 100% = twice the neutral-well signal; hit rate 2% among 350,000; reporter increase, % at 12.5 µM; in the data active means activation above about 40%; inconclusive means no clear call, values can overlap the other calls;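 further: 0% = median of the plate's neutral control wells and 100% = double that signal; a rise in the Bmi1 reporter signal indicates esBAF inhibition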
# Starred values were filed as active, the others as inactive; ? = inconclusive. A portion of the library (hit frequency here may not be typical).
Molecule	RAD54 inh	esBAF inh
CCOC(=O)C1CCN(C(=O)Nc2ccccc2Cl)CC1	7	3
CC(C)c1ccc(Oc2cccc(C(=O)/C(C#N)=C/N(C)C)c2)cc1	-3	0
O=C(CCN1C(=O)c2ccccc2C1=O)NCc1ccncc1	-5	-9
Cc1ccc(C(=O)Nc2c(C)n(C)n(-c3ccccc3)c2=O)cc1S(=O)(=O)N1CCOCC1	1	-4
CN1CCN(CCC(=O)Nc2ccc3c(c2)OCO3)CC1	-3	0
CCOC(=O)c1c(C)oc2c(F)c(F)c(F)c(F)c2c1=O	2	-9
NC(=O)CC1NC(=O)c2ccccc21 (centres undefined)	-2	0
Cc1ccccc1NC(=O)C1CC(=O)N(c2ccc3c4c(cccc24)CC3)C1 (centres undefined)	-8	-5
C=C(C)COc1ccc(-c2[nH]ncc2-c2ccc(OC)c(OC)c2)c(O)c1	6	-1
Cc1ccc(C(=O)OCC(=O)NCc2ccc3c(c2)OCO3)s1	-3	-8
Cc1ccccc1-n1c(=O)c(C#N)cc2c(=O)n3ccccc3nc21	-4	0
N#C/C(=C\C1CC2C=CC1C2)c1nc2ccccc2[nH]1 (centres undefined)	5	24

# Continuation:
Molecule	RAD54 inh	esBAF inh
CCOC(=O)N1CCC(c2nc3ccccc3[nH]2)CC1	6	0
N/C(Cn1nnc(-c2ccccc2)n1)=N\O	2	5
O=C(NCCSCc1ccco1)Nc1cccc(Cl)c1	-2	28
CCCS(=O)(=O)NC(=O)C1(C)CCN(C(=O)c2cc3ccccc3s2)C1 (centres undefined)	-11	-5
CCCC(C(=O)NC1CCCCC1)N(Cc1ccco1)C(=O)CNS(=O)(=O)c1ccccc1 (centres undefined)	0	-10
CC(=O)Nc1ccc2c(c1)nc(CCN1CCN(C)CC1)n2C	-4	-7
COc1ccc(S(=O)(=O)N(CCc2ccccc2)CC(=O)O)cc1Cl	-4	-3
CCOc1ccc(-c2nn[nH]n2)cc1OCC	3	-9
COc1cc2c(cc1NC(=O)COC(=O)C1CC(=O)N(Cc3ccco3)C1)oc1ccccc12 (centres undefined)	2	23
Cc1ccc2cc(CN(C(=O)c3ccco3)c3ccccc3C)c(=O)[nH]c2c1	-3	7
Cn1ccs/c1=N\S(=O)(=O)c1ccc(Br)cc1	2	1
CCOC(=O)Cn1c(=S)[nH]c2c(oc3ccc(Cl)cc32)c1=O	1	0

# Grouped by structure, those above with a cyano group.
Molecule	RAD54 inh	esBAF inh
CC(C)c1ccc(Oc2cccc(C(=O)/C(C#N)=C/N(C)C)c2)cc1	-3	0
Cc1ccccc1-n1c(=O)c(C#N)cc2c(=O)n3ccccc3nc21	-4	0
N#C/C(=C\C1CC2C=CC1C2)c1nc2ccccc2[nH]1 (centres undefined)	5	24

# (continued)
Molecule	RAD54 inh	esBAF inh
C=CCNC(=S)NNC(=O)C(CCC(C)C)CC(C)O (centres undefined)	5	3
Cc1ccc(N2CC(C(=O)OCC(=O)C(C)(C)C)CC2=O)cc1C (centres undefined)	-16	4
CCCCCCN1C=CC(=C/C=C(\C#N)C(=O)OCC)C=C1	-74	4
O=C(CN1CCOCC1)Nc1ccccc1NC(=O)C1CCN(c2ncccn2)CC1	-3	-14
CCCC(C)NC(=O)/C=C/c1cccc([N+](=O)[O-])c1 (centres undefined)	2	0
COC(=O)[C@H](C)NC(=O)Nc1ccccc1C(F)(F)F	-3	-2
CCN=C(NCC)SC1CC(=O)N(c2cccc(OCC)c2)C1=O (centres undefined)	4	-11
COc1ccccc1NC(=O)N1CCCC1C(=O)Nc1ccc(NC(C)=O)cc1 (centres undefined)	-2	-4
COc1ccc(N(CC(=O)Nc2ccc(F)c(Cl)c2)S(=O)(=O)c2c(C)noc2C)cc1	2	8
O=C(COc1ccc(S(=O)(=O)NCc2ccccc2)cc1)NCC1CCCO1 (centres undefined)	-7	0
Clc1cccc(N2CCN(CCNc3nc4ccccc4n4cnnc34)CC2)c1	-2	-9
O=C(COC(=O)c1cnccn1)c1ccc2c(c1)CCCC2	2	1

# Later entries
Molecule	RAD54 inh	esBAF inh
CCOC(=O)C1CCN(C(=O)CNS(=O)(=O)c2cccs2)CC1	6	-6
O=C(CCCN1C(=O)c2ccccc2C1=O)Nc1cccnc1	-8	0
CC(OC(=O)Cc1coc2cc3c(cc12)CCC3)C(=O)NCc1ccc2c(c1)OCO2 (centres undefined)	2	-1
CCn1c(SCC(=O)Nc2cccc(OC)c2)nnc1-c1ccc(Cl)cc1	10	-2
CC(C)(C)C1CCc2c(sc(NC(=O)c3ccco3)c2C(N)=O)C1 (centres undefined)	-9	12
O=C(Cc1coc(-c2ccc(F)cc2)n1)Nc1ccccc1	-1	7
CCOC(=O)c1sc(NC(=O)CSc2ccccn2)c(C#N)c1C	-7	-3
CCOC(=O)c1sc(NC(=O)CCN2C(=O)c3cccc([N+](=O)[O-])c3C2=O)c(C(=O)OCC)c1C	-2	-9
c1ccc(-c2nnc(SCc3nc4ccccc4[nH]3)n2Cc2ccco2)nc1	4	-14
COc1ccc(S(=O)(=O)NCc2ccc(C)cc2)cc1	7	1
O=C(Cc1ccc(Cl)cc1)Nc1ccc(N2CCN(C(=O)c3ccco3)CC2)c(Cl)c1	-2	-3
N#CN(CC(N)=O)c1nc(N2CCCCC2)nc(N2CCCCC2)n1	-2	-5

# Next records.
Molecule	RAD54 inh	esBAF inh
Cc1ccc(N(CC(=O)O)S(C)(=O)=O)cc1Cl	-7	-1
CSc1ccccc1-n1nnnc1SCC(=O)Nc1cc(C)ccc1C	-5	-15
COc1ccccc1OC(=O)C1CC(=O)N(c2ccc(Cl)cc2)C1 (centres undefined)	-2	5
CC(=O)Nc1ccc(NC(=O)COC(=O)c2ccc(C)s2)cc1	-8	10
Cc1ccc(-n2nnnc2SCC(=O)Nc2ccc3c(c2)COC3=O)cc1C	-2	18
CCOC(=O)c1c(NC(=O)Cn2nnc3ccccc32)sc2c1CCC(C)C2 (centres undefined)	-18	-21
N#CC1=C(N)N2C(=C(C#N)C13CCCCC3)SC1CCCCC12O (centres undefined)	1	5
Cn1c(=O)n(C)c2cc(/C=C3/NC(=O)N(Cc4ccccc4)C3=O)ccc21	-5	4
CCN(CC)S(=O)(=O)c1ccc2[nH]cc(C(=O)NCCc3ccc(OC)c(OC)c3)c(=O)c2c1	-1	1
Cc1cc(NC(=O)c2ccco2)no1	-2	9
CCN(CC)CCCNC(=O)c1nn(-c2cccc(OC)c2)c(=O)c2ccccc12	2	4
COC(=O)[C@H](CCSC)NC(=O)N1CCN(c2cccc(C(F)(F)F)c2)CC1	-5	2

# Continuation:
Molecule	RAD54 inh	esBAF inh
Cc1ccc(OCC(=O)NN2C(=O)c3ccccc3C2=O)c(C)c1	1	1
Cc1ccc(SCC(=O)N2c3ccccc3Sc3ccccc32)cc1	5	1
CCn1c(-c2cccnc2Cl)nc2cc(Cl)c(Cl)cc21	2	14
O=C(CSCc1cccc(CSCC(=O)Nc2ccc3ccccc3c2)n1)Nc1ccc2ccccc2c1	0	13
COc1ccc(S(=O)(=O)N2CCCCCC2)cc1N(C)S(=O)(=O)c1ccc(Cl)cc1	-5	7
Cc1ccc2occ(/C=C/C(=O)O)c(=O)c2c1	-9	12
COc1ccc(CN(Cc2ccccn2)C(=O)CN2C(=O)C(C)Oc3ccccc32)cc1 (centres undefined)	-10	2
COc1cc(C(=O)CSc2nnc(-c3ccc(O)cc3)n2CC2CCCO2)ccc1NC(C)=O (centres undefined)	-11	-2
Nc1nc(-c2ccc(Br)cc2)cc(C(F)(F)F)n1	-13	1
c1ccc(CN2CCN(c3ncnc4c3[nH]c3ccccc34)CC2)cc1	13	-13
COc1ccc(-c2cc(C3CCN(c4ccc(C(C)=O)cc4[N+](=O)[O-])CC3)[nH]n2)cc1	4	-20
CCOC(=O)c1ccc(NC(=S)Nc2ccccn2)cc1	-7	39

# Carrying on:
Molecule	RAD54 inh	esBAF inh
COCCOC(=O)C1=C(C)N=c2s/c(=C\c3cccs3)c(=O)n2C1c1cccs1 (centres undefined)	8	2
CN(C)C(/C=C/Nc1ccc(F)cc1F)=C(C#N)C#N	-4	5
CCOc1cccc(-c2nnc(SCC(=O)Nc3ccc(OC)c(OC)c3)n2N)c1	2	0
O=C(CSc1nnc(CNc2ccc(F)cc2)n1Cc1ccccc1)NCc1ccco1	18	-5
CCCOc1ccc(C(=O)Nc2ccc(N(C)C)cc2)cc1	10	14
CCOC(=O)c1c(NC(=S)Nc2ccccc2)sc2c1CCN(CC)C2	9	3
Cc1nn(-c2ccccc2)c(Cl)c1/C=N/Nc1ccc(S(=O)(=O)Nc2ccccc2C(=O)O)cc1[N+](=O)[O-]	8	-8
N#Cc1ccsc1NC(=O)CSc1ncnc2ccccc12	-1	5
Cc1ccc(N(C)C(=O)N2CCN(S(=O)(=O)c3c(C)cc(C)cc3C)CC2)cc1	1	7
O=C(NNC(=O)c1cccnc1)Nc1cccc2ccccc12	7	-15
O=C(Nc1ccccc1C(=O)N1CCOCC1)C1CC(=O)N(C2CCCC2)C1 (centres undefined)	-8	-3
COc1ccc(/C=C2/SC(=S)N(n3c(C)ccc3C)C2=O)cc1	-10	4

# Remaining list, next part
Molecule	RAD54 inh	esBAF inh
Cc1ccc2c(C(=O)CN3CCCC3)c(C)[nH]c2c1	10	-6
COC(=O)c1ccccc1Sc1c(/C=N/OCc2ccc(Cl)cc2)c(C(F)(F)F)nn1C	1	-3
O=C(O)C1CCCCC1C(=O)NCCCCc1ccccc1 (centres undefined)	16	-4
O=C(Nc1ccc(-c2nnco2)cc1)c1ccccc1	0	21
COc1ccc(OCc2nn3c(Cn4cnc5ccccc54)nnc3s2)cc1	-3	14
Cc1c(C(=O)N2CCCC2)sc(NC(=O)c2cccs2)c1C#N	0	-3
CCn1c(CNc2ccc(F)cc2)nnc1SCCN1CCCCC1	-6	-4
O=C(CSc1nnc(-c2ccc(Cl)cc2Cl)n1C1CCCCC1)NC1CCS(=O)(=O)C1 (centres undefined)	4	8
CCOC(=O)CCn1c2nc(C)cc(C)c2c(=O)n1-c1ccccc1	2	-5
Cc1nc(N2C(=O)C(=O)/C(=C(/O)c3ccccc3)C2c2ccco2)sc1C (centres undefined)	-16	5
O=C(c1ccc(C#CC2(O)CCCCC2)cc1)N1CCN(C(c2ccccc2)c2ccccc2)CC1	-2	14
O=C(c1cnccn1)N1CCN(C/C=C/c2ccccc2)CC1	-6	0

# Further compounds.
Molecule	RAD54 inh	esBAF inh
Cc1c(NC(=O)c2cc(-c3ccc(Cl)s3)nc3ccccc23)c(=O)n(-c2ccccc2)n1C	-2	-3
CC(=O)N1[C@H](Cc2ccccc2)C=C[C@]1(C)C(=O)NCc1ccc(C)o1	7	9
O=C1CC(N2CCCc3ccccc32)C(=O)N1c1ccccc1 (centres undefined)	-9	-6
Cc1ccc(-c2ccc(S(=O)(=O)N3CCN(C)CC3)cc2)cc1	-4	5
COc1ccc(NC(=O)C(=O)NCc2ccncc2)c(OC)c1	2	-6
Cn1c(SCCOc2ccc(Cl)cc2)nnc1-c1ccncc1	11	4
COc1ccc(OC(=O)c2cnn(-c3ccccc3)c2C)cc1	6	67*
COc1ccc(CCNC(=O)CN2CCC(C)CC2)cc1OC	1	-7
COc1cc(Br)c(C(C)NC(=O)c2cccc(Br)c2)cc1OC (centres undefined)	2	-1
CCNc1nc(NC#N)nc(SCC(=O)OCC)n1	-9	-4
CC(Sc1ccccn1)C(=O)Nc1ccccc1 (centres undefined)	2	?
O=C(O)COc1ccc(Br)cc1/C=N\Nc1ccccn1	-12	-5

# Three compounds already listed, sorted by length of the SMILES, rising:
Molecule	RAD54 inh	esBAF inh
CC(Sc1ccccn1)C(=O)Nc1ccccc1 (centres undefined)	2	?
CCNc1nc(NC#N)nc(SCC(=O)OCC)n1	-9	-4
COc1cc(Br)c(C(C)NC(=O)c2cccc(Br)c2)cc1OC (centres undefined)	2	-1

# Next part:
Molecule	RAD54 inh	esBAF inh
COc1ccc(-c2nc(-c3ccccc3)c(-c3cc([N+](=O)[O-])ccc3C)[nH]2)cc1O	-1	2
CC(=O)NCCn1ccc2ccccc21	3	3
CCOc1ccc2nc(NC(=O)COC)sc2c1	2	-12
O=C(Nc1nnc(-c2ccc(F)cc2)o1)c1ccc(S(=O)(=O)N2CCOCC2)cc1	-6	-41
CCN(CC)S(=O)(=O)c1ccc(N2CCCC2)c(C(=O)OCC(=O)/C(C#N)=C(\C)N)c1	-10	6
Cc1cc(C)c2c(-n3cccc3)nn(C)c2n1	-15	1
CCN(CC(=O)NCc1cccs1)S(=O)(=O)c1ccc(C(C)C)cc1	0	-7
CCOC(=O)C1CCCN(C(=O)c2cc3c(C)nc4ccccc4c3o2)C1 (centres undefined)	-6	-2
CNC(=O)NC(=O)COC(=O)CCCOc1ccc(OC)cc1	5	-6
COc1ccc(CCC(=O)Nc2cc(Cl)ccc2OC)cc1	3	9
CCC(C(=O)NC1CCCCC1)N(CC1CCCO1)C(=O)CNS(=O)(=O)c1ccc(OC)cc1 (centres undefined)	3	5
COn1c(-c2ccc(Cl)cc2)nc2ccc(Cl)cc21	3	5

# More compounds follow.
Molecule	RAD54 inh	esBAF inh
Cc1ccc(C)c(N2CC(=O)N(c3cc(C)ccc3C)CC2=O)c1	-8	1
COCCCNC(=O)CSc1nc2ccccc2c(=O)n1CCCC(=O)NCC1CCCO1 (centres undefined)	2	-3
O=C(CCn1nnc2ccccc21)Nc1nnc(Cc2ccccc2)s1	-3	1
Fc1ccc(NC(=S)NCc2ccccn2)cc1	5	19
Cc1ccc(N=C2C(=S)N(c3ccc(C)cc3)C(=N)N2/N=C/c2ccc(Cl)cc2)cc1	1	?
CCCS(=O)(=O)NC(=O)C1(C)CCN(C(=O)c2ccc(F)cc2Cl)C1 (centres undefined)	-3	-8
